T cruzi growth: T. cruzi intracellular proliferation inhibitors, primary screen, cell-based, beta-gal Tulahuen parasites, NIH3T3 host, luminescence | inhibition, % at 8.34 µM | hit rate 5.9% among 77,000 | AID 624255, 2012 | T. cruzi beta-gal in NIH3T3, GalScreen luminescence, 90 h;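 active = mean inhibition above about 93%, with at least 55% of replicates each passing it, limit read from the data, passing the limit was not always enough; inconclusive = only one of those two conditions holds; inactive = neither condition holds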
KDM4C inh: inhibitors of GASC-1 (KDM4C) histone demethylase, primary screen, biochemical, single concentration HTS | Lysine-specific demethylase 4C (Homo sapiens), Q9H3R0 | GST-KDM4C 2-372, H3K9me3 peptide, LANCE TR-FRET | inhibition, % at 12.5 µM | hit rate 0.15% among 96,000;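 active = mean replicate inhibition above about 25%, with at least 55% of replicates also reaching it, limit read from the data, passing the limit was not always enough; inconclusive = only one of those two conditions met; inactive = neither condition met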
Target sequence (Q9H3R0 2-372 limits assumed): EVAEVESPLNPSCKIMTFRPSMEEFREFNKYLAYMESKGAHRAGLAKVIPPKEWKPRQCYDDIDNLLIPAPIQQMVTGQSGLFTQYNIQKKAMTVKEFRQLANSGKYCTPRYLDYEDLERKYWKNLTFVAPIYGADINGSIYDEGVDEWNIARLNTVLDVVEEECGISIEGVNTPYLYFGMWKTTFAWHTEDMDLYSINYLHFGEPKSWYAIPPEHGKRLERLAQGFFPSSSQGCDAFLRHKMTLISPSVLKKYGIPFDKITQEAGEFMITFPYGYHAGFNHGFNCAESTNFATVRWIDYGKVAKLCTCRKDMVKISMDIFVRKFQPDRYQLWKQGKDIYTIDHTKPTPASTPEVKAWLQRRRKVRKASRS
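Material: GST-tagged GASC-1 (JMJD2C) catalytic fragment, aa 2-372 / Quantity: enzyme final amount 10 nM / Medium: HEPES buffer, pH 7.5, plus ascorbate / Doses: one test concentration per compound / Incubation: 30 min reaction, 60 min detection, RT / Measured by: LANCE TR-FRET / Read-out: inhibition from TR-FRET ratio decrease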
C diff HTS: C. difficile growth inhibitors, primary screen, HTS. Clostridium difficile clinical isolate growth, OD600, 24 h; active compounds read low. growth activity, negative = inhibition, % at 16 µg/mL (by protocol). hit rate 0.25% among 86,000. AID 1259249, 2017;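 active = mean growth activity at or below -80% and every replicate also at or below -80%; inconclusive = mean at or below -80% but some replicate above -80%; inactive = mean growth activity above -80%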;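 also: 0% = DMSO wells and -100% = levofloxacin 16 µg/mL wells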
Pf Dd2 growth: P. falciparum Dd2 growth inhibitors, primary screen, SYBR Green fluorescence, single dose replicates. 72 h; active compounds read low. activity change, % at 10 µM. hit rate 2.3% among 94,000. AID 1159554, 2015; in the data active = activity change below about -80%; inconclusive = no clear call, values can overlap the other calls
The depositor's hits bear a star; ? = inconclusive; nt = not tested or not shown; & = joins results of further samples. An unsorted share of the library; overall some 6.7% were active at least once.

Sequence of screens: T cruzi growth	KDM4C inh	C diff HTS	Pf Dd2 growth
C[C@@H]1CN([C@@H](C)CO)C(=O)c2cc(NC(=O)NC3CCCCC3)ccc2O[C@@H](C)CCCCO[C@H]1CN(C)C
    43	0.5	-1	nt
COCC(=O)N1[C@H](C(=O)NCc2ccccc2F)[C@@H](CO)[C@@H]2Cn3c(cccc3=O)[C@@H]21
    20	-1.2	2	1
Cc1cc(C)cc(NC(=O)Nc2ccc3c(c2)C(=O)N(C)[C@@H]2CC[C@H](CC(=O)O)O[C@@H]2CO3)c1
    -28	-0.9	-2	7
C[C@H]1CN([C@@H](C)CO)S(=O)(=O)c2ccc(-c3ccccc3)cc2O[C@@H]1CN(C)Cc1cncnc1
    102	-0.3	-1	-20
CN(C)C(=O)c1cccc(-c2ccccc2[C@H]2[C@@H](CO)N(C(=O)C3CCC3)[C@H]2C#N)c1
    nt	-0.8	-5	-4
Cn1cnc(S(=O)(=O)N[C@H]2C=C[C@@H](CC(=O)Nc3ccc(-c4ccccc4)cc3)O[C@@H]2CO)c1
    -16	-1.9	nt	12
O=C(C[C@H]1C=C[C@@H](NC(=O)Nc2ccc(C(F)(F)F)cc2)[C@@H](CO)O1)NCc1cc(F)cc(F)c1
    22	1.7	25	-6
COc1cccc(NC(=O)N(C)C[C@@H]2Oc3cc(C#Cc4ccc(F)cc4)ccc3S(=O)(=O)N([C@@H](C)CO)C[C@@H]2C)c1
    98*	8.1	5	-86*
C[C@H](CO)N1C[C@H](C)[C@@H](CN(C)C(=O)c2ccccc2)Oc2ncc(-c3ccc(C#N)cc3)cc2C1=O
    23	-1.6	-5	2
C[C@@H]1CN([C@H](C)CO)C(=O)c2cc(NC(=O)Nc3cccc4ccccc34)ccc2O[C@@H](C)CCCCO[C@H]1CN(C)C(=O)C1CCCCC1
    ?	-1.7	-5	-66
C[C@@H]1CN([C@@H](C)CO)C(=O)c2cc(NC(=O)CCCN(C)C)ccc2O[C@H]1CN(C)Cc1ccc(Oc2ccccc2)cc1
    -102	0.4	-7	-5
C[C@H](O)C#Cc1cnc2c(c1)C(=O)N([C@H](C)CO)C[C@H](C)[C@@H](CN(C)C(=O)CC1CC1)O2
    -10	-0.3	2	nt
CC(=O)N(C)C[C@H]1Oc2ncc(-c3ccc(F)cc3)cc2C(=O)N([C@H](C)CO)C[C@H]1C
    -8	-0.1	-2	41
CNC[C@H]1Oc2ncc(-c3cccc(C(=O)N(C)C)c3)cc2C(=O)N([C@@H](C)CO)C[C@H]1C
    nt	0.7	-7	25
CCN1CC(=O)N2[C@H](CO)[C@@H](c3ccc(-c4cccnc4)cc3)[C@H]2C1
    nt	-1.5	-8	-27

Exported field by field: 4 of the compounds above.
SMILES: COCC(=O)N1[C@H](C(=O)NCc2ccccc2F)[C@@H](CO)[C@@H]2Cn3c(cccc3=O)[C@@H]21
- T cruzi growth = 20
- KDM4C inh = -1.2
- C diff HTS = 2
- Pf Dd2 growth = 1

SMILES: Cc1cc(C)cc(NC(=O)Nc2ccc3c(c2)C(=O)N(C)[C@@H]2CC[C@H](CC(=O)O)O[C@@H]2CO3)c1
- T cruzi growth = -28
- KDM4C inh = -0.9
- C diff HTS = -2
- Pf Dd2 growth = 7

SMILES: C[C@H]1CN([C@@H](C)CO)S(=O)(=O)c2ccc(-c3ccccc3)cc2O[C@@H]1CN(C)Cc1cncnc1
- T cruzi growth = 102
- KDM4C inh = -0.3
- C diff HTS = -1
- Pf Dd2 growth = -20

SMILES: CN(C)C(=O)c1cccc(-c2ccccc2[C@H]2[C@@H](CO)N(C(=O)C3CCC3)[C@H]2C#N)c1
- T cruzi growth = nt
- KDM4C inh = -0.8
- C diff HTS = -5
- Pf Dd2 growth = -4

(next part)
Sequence of screens: T cruzi growth	KDM4C inh	C diff HTS	Pf Dd2 growth
CCCN(C)C[C@@H]1Oc2cc(-c3ccccc3C)ccc2S(=O)(=O)N([C@@H](C)CO)C[C@H]1C
    nt	2.1	nt	30
COc1ccc(S(=O)(=O)Nc2ccc3c(c2)C(=O)N([C@@H](C)CO)C[C@H](C)[C@H](CN(C)C(=O)Nc2cccc4ccccc24)OCCCC[C@H](C)O3)cc1
    82	-1.3	nt	-86*
CCCC(=O)Nc1ccc2c(c1)C(=O)N(C)C[C@H](OC)[C@@H](C)CN(Cc1ccc(-c3ccccn3)cc1)[C@@H](C)CO2
    nt	1.9	nt	-34
O=C(O)C[C@H]1C[C@@H]2c3cc(NC(=O)c4cccnc4)ccc3O[C@@H]2[C@H](CO)O1
    0	-1.2	-1	18
COc1ccccc1NC(=O)N1CC[C@H]2[C@@H]1c1cc(C#Cc3ccc(F)cc3)ccc1N(C)[C@H]2CO
    108*	0.2	3	-78
C[C@H]1CCCCO[C@@H](CN(C)C(=O)C2CCCCC2)[C@@H](C)CN([C@@H](C)CO)C(=O)c2cc(NS(=O)(=O)c3ccccc3)ccc2O1
    56	5.4	-15	-75
CN1c2ccc(-c3ccc(F)cc3)cc2[C@@H]2[C@@H](CCN2S(=O)(=O)c2ccc(F)cc2)[C@@H]1CO
    90	0.4	23	31
COc1cccc(S(=O)(=O)Nc2ccc3c(c2)[C@@H]2C[C@H](CC(=O)O)O[C@@H](CO)[C@@H]2O3)c1
    16	-1.4	-2	-14
Cc1ccc(S(=O)(=O)N[C@@H]2CC[C@@H](CCNC(=O)C3CC3)O[C@@H]2CO)cc1
    nt	0.1	-2	nt
O=C(C[C@@H]1CC[C@@H]2[C@H](COC[C@H](O)CN2CC2CC2)O1)NCc1ccc(Cl)cc1
    18	-1.3	7	0
C[C@H](CO)N1C[C@H](C)[C@@H](CN(C)C(=O)Nc2ccc3c(c2)OCO3)Oc2cc(C#Cc3cccnc3)ccc2S1(=O)=O
    93	-1.7	-2	-47
CCCC(=O)Nc1ccc2c(c1)OC[C@H](C)N(Cc1ccccn1)C[C@@H](C)[C@@H](OC)CN(C)C2=O
    -5	1.6	1	0
O=C(CN1CCOCC1)NCC[C@H]1CC[C@@H](NS(=O)(=O)c2ccc(Cl)cc2)[C@@H](CO)O1
    -44	-2.0	1	25
C[C@H](CO)N1C[C@H](C)[C@H](CN(C)C)Oc2cc(C#CC3CC3)ccc2S1(=O)=O
    -175	2.7	-2	-2
C[C@@H]1CN([C@H](C)CO)S(=O)(=O)c2ccc(C#Cc3cccc(F)c3)cc2O[C@H]1CN(C)C(=O)CN1CCOCC1
    43	-1.8	-10	-64
CN(C)CC(=O)Nc1ccc2c(c1)[C@H]1C[C@@H](CC(=O)NC3CCCC3)O[C@@H](CO)[C@H]1O2
    -32	1.4	nt	0
CCCNC(=O)N1C[C@H](O)COC[C@H]2O[C@@H](CC(=O)N[C@H]3CCN(Cc4ccccc4)C3)CC[C@@H]21
    -105	1.2	8&-1	nt
COc1cccc(NC(=O)N(C)C[C@H]2Oc3cc(C#Cc4ccncc4)ccc3S(=O)(=O)N([C@@H](C)CO)C[C@@H]2C)c1
    70	-1.5	-2	-54
C[C@@H]1CCCCO[C@@H](CN(C)C(=O)C2CCCCC2)[C@H](C)CN([C@H](C)CO)C(=O)c2cc(NS(=O)(=O)c3ccc(Cl)cc3)ccc2O1
    ?	0.2	5	-14
CN(C)CC(=O)N1[C@H](CO)[C@H](c2ccc(-c3cccc(C(=O)N(C)C)c3)cc2)[C@@H]1C#N
    68	5.1	-4	?
COc1ccc2c3c(n(C)c2c1)[C@@H](CO)N(Cc1ccc(F)cc1)CC31CCN(CC2CC2)CC1
    nt	0.0	0	-86*
COc1ccc(S(=O)(=O)Nc2ccc3c(c2)C(=O)N([C@@H](C)CO)C[C@@H](C)[C@H](CN(C)C(=O)Nc2ccc(C(F)(F)F)cc2)OCCCC[C@@H](C)O3)cc1
    73	-0.9	3	-1
COCC#Cc1ccc([C@@H]2[C@@H](CO)N3CCCCN(S(=O)(=O)c4ccccc4C)C[C@H]23)cc1
    1	-1.6	7	-49
COc1ccc(CN(C)C[C@H]2Oc3c(NS(=O)(=O)c4cccs4)cccc3C(=O)N([C@H](C)CO)C[C@@H]2C)cc1
    12	-0.1	-4	-6
CC(C)NC(=O)N(C)C[C@@H]1Oc2cc(-c3cccnc3)ccc2S(=O)(=O)N([C@H](C)CO)C[C@@H]1C
    9	2.5	2	8
CC(C)NC(=O)NCC[C@H]1CC[C@H](NS(=O)(=O)c2ccc(-c3ccccc3)cc2)[C@@H](CO)O1
    -142	-0.5	-2	-11
Cc1cccc(S(=O)(=O)N2C[C@@H]3N[C@H](C2)C3c2ccc(-c3cccnc3)cc2)c1 (stereo partly specified)
    nt	0.6&-0.5	-15&-6	-68&-78
CCCNC(=O)N1C[C@@H](O)COC[C@H]2O[C@@H](CC(=O)N3CCC(Cc4ccccc4)CC3)CC[C@@H]21
    50	-3.1	7&0	-41
Cc1noc(C)c1NC(=O)N(C)C[C@H]1OCCCC[C@@H](C)Oc2ccc(NC(=O)Cc3ccccc3)cc2C(=O)N([C@H](C)CO)C[C@@H]1C
    -17	-0.1	-2	18
O=C(Nc1ccc(F)cc1)N1C[C@H]2[C@@H](c3ccccc31)[C@@H](CO)N2Cc1ccccc1Cl
    ?	-0.1	7	-9
COc1cccc(S(=O)(=O)N(C)C[C@@H]2Oc3ncc(-c4cccc(C(=O)N(C)C)c4)cc3C(=O)N([C@H](C)CO)C[C@@H]2C)c1
    -22	0.3	-3	-21
O=C(N[C@H]1CC[C@@H](CCNS(=O)(=O)c2ccccc2)O[C@@H]1CO)c1cnccn1
    -8	-1.9	-2	8
CO[C@@H]1CN(C)C(=O)c2cc(NS(=O)(=O)c3ccc(C)cc3)ccc2OC[C@H](C)N(C(=O)NC(C)C)C[C@@H]1C
    16	0.8	nt	-19
COc1ccc(NC(=O)Nc2ccc3c(c2)C(=O)N([C@H](C)CO)C[C@H](C)[C@H](CN(C)C(=O)Nc2ccc(OC)cc2)O3)cc1
    -20	-0.6	-6	11
CCCNC(=O)C[C@H]1C[C@H]2c3cc(NS(C)(=O)=O)ccc3O[C@H]2[C@H](CO)O1
    -63	-0.5	-1	19
C[C@@H]1CN([C@H](C)CO)C(=O)c2cc(NS(=O)(=O)c3cn(C)cn3)ccc2O[C@@H](C)CCCCO[C@@H]1CN(C)Cc1ccc(C(=O)O)cc1
    -10	9.4	-3	34
CN(C)Cc1cn(CC[C@@H]2CC[C@@H](NS(=O)(=O)c3ccc(-c4ccccc4)cc3)[C@H](CO)O2)nn1
    -120	2.9	nt	2
C/C=C/c1ccc([C@H]2[C@@H](CNC(=O)CC)N(C(=O)COC)[C@H]2CO)cc1
    5	1.7	2	4
O=C(c1ccccc1)N1CC2(C1)[C@@H](c1ccccc1)[C@@H](CO)N2C(=O)CC1CC1
    nt	-2.9	1	5
Cc1ccc(S(=O)(=O)N(C)C[C@@H]2OCCCC[C@H](C)Oc3ccc(NS(=O)(=O)c4ccc(F)cc4)cc3C(=O)N([C@@H](C)CO)C[C@@H]2C)cc1
    113	-2.3	3	-47
C[C@H](CO)N1C[C@H](C)[C@H](CN(C)S(=O)(=O)c2cccs2)Oc2ccc(NC(=O)CCC(F)(F)F)cc2CC1=O
    37	-0.5	-3	-5
C[C@@H]1CN([C@@H](C)CO)S(=O)(=O)c2ccc(-c3cncnc3)cc2O[C@@H]1CN(C)C(=O)C1CCC1
    64	2.5	4	19
Cc1noc(C)c1NC(=O)Nc1ccc2c(c1)C(=O)N([C@@H](C)CO)C[C@H](C)[C@@H](CN(C)Cc1ccc(Cl)c(Cl)c1)OCCCC[C@@H](C)O2
    109	-0.8	6	-85*
CC(=O)N1[C@@H](CO)[C@H](c2ccccc2)[C@@H]1CN(C)S(=O)(=O)c1ccccc1
    18	1.0	-3	16
CN1[C@@H]2c3ccc(/C=C/c4ccccc4)c(=O)n3C[C@H]1[C@H](CO)[C@H]2C(=O)NC1CCCC1
    nt	-4.5	-9	42
CCC(=O)N(C)C[C@@H]1Oc2cc(C#CC3CC3)ccc2S(=O)(=O)N([C@@H](C)CO)C[C@H]1C
    12	0.1	nt	-12
Cc1noc(C)c1NC(=O)N(C)C[C@H]1OCCCC[C@@H](C)Oc2ccc(NC(=O)c3ccncc3)cc2C(=O)N([C@@H](C)CO)C[C@H]1C
    61	-9.5	-1	22
O=C(CN1CCOCC1)N1C[C@@H]2N[C@H](C1)C2c1ccc(-c2ccccc2)cc1 (stereo partly specified)
    nt	-0.7&-1.1	-2&4	-3&5
Cc1noc(C)c1NC(=O)Nc1cccc2c1O[C@H](CN(C)S(=O)(=O)c1cn(C)cn1)[C@@H](C)CN([C@@H](C)CO)C2=O
    -22	0.5	nt	-4
C[C@@H]1CCCCO[C@H](CN(C)C(=O)Cc2ccccc2)[C@H](C)CN([C@@H](C)CO)C(=O)c2cc(N(C)C)ccc2O1
    21	-1.7	-14	-32
C[C@@H]1CN([C@@H](C)CO)C(=O)c2cc(NC(=O)c3ccccc3)ccc2O[C@@H](C)CCCCO[C@@H]1CN(C)S(=O)(=O)c1cccs1
    83	-1.2	-5	-74
